High-throughput results (PubChem)
HGIII-sPLA2 inh: Inhibits HGIII-sPLA2 liposome hydrolysis, primary screen; QFRET BODIPY PC-A2 liposome hydrolysis, fluorescence; inhibition, % at 12.2 µM; Q9NZ20; 0.56% of 370,000 active;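 active means inhibition above mean plus 3 SD of compounds lying within the high and low control bounds, cut at about 19% in these data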;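 further: 0% = median of test compound wells and 100% = no enzyme DMSO wells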
Target sequence (Q9NZ20 whole entry, looked up): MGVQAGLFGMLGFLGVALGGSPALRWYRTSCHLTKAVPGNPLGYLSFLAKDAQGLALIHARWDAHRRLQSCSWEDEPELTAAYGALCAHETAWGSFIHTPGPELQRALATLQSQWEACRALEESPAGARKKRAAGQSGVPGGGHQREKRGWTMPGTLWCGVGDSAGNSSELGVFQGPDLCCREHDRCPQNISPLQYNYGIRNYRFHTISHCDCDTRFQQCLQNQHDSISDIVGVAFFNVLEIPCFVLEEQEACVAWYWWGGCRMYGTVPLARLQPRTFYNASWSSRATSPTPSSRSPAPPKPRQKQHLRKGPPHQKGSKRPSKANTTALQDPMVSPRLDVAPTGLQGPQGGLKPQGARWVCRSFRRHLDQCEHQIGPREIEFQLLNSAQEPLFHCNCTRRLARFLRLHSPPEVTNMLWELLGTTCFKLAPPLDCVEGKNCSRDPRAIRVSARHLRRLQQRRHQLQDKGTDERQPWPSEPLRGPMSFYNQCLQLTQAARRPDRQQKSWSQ
DAX1 inh-1: inhibits human nuclear receptor DAX1 | P51843 | HEK293 Gal4-DAX1 luciferase reporter, luminescence | inhibition, % at 6.75 µM | 0.99% of 340,000 active | AID 504766;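 active means inhibition above the mean over all tested compounds plus 3 SD, cut at about 4.2% in these data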;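 further: 0% = DAX1-transfected cells with DMSO and 100% = empty-vector control cells with DMSO; inhibition shows as a rise in luminescence from relieved DAX1 repression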
Target sequence (P51843 207-470 limits assumed): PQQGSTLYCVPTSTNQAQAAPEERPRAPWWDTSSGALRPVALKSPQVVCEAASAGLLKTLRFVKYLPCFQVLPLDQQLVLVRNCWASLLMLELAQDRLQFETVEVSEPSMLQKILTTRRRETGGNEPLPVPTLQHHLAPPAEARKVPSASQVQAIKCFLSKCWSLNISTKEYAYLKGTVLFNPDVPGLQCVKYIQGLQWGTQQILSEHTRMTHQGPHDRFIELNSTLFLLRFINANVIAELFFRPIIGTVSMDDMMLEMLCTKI
hcDAF-12 act: activates DAF-12 receptor from parasite H. contortus | activation, % at 6.8 µM | HEK293 hcDAF-12 lit1-tk-luc reporter, luminescence; 0% DMSO, 100% Δ7-dafachronic acid | AID 652067 | 1.4% of 370,000 active;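 active means activation above the mean of all tested compounds plus 3 SD, cut at about 5.5% in these data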;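 further: 100% = response to 3 µM Δ7-dafachronic acid high control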
ssDAF12 agonist: activators of S. stercoralis DAF-12 nuclear receptor | HEK293 ssDAF-12/GRIP1 lit1-tk-luc reporter, luminescence; % of 3 µM dafachronic acid response | activation, % at 6.8 µM | 1% of 370,000 active | AID 652126;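 active means activation above the mean over all tested compounds plus 3 SD, cut at about 0.9% in these data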;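 further: 0% = DMSO-only wells and 100% = 3 µM delta7-dafachronic acid wells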
hgDAF12 agonist: agonists of H. glycines DAF-12 nuclear receptor. HEK293 GAL4-hgDAF12 UAS-luciferase reporter, agonist luminescence; normalized to butyrate control. activation, % at 6.8 µM. 1.8% of 370,000 active;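 active means activation above a cutoff set at the mean of all screened compounds plus 3 SD, cut at about 10% in these data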;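 further: 0% = DMSO wells and 100% = sodium butyrate wells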
GAA850 FXN act: activators of GAA850 frataxin (FXN) promoter | HEK293 lucGAA850 FXN promoter luciferase reporter, 24 h; percent of 10 µM SAHA response | activation, % at 6 µM | 0.56% of 360,000 active;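 active means activation above the average of all compounds screened plus 3 SD, cutoff fixed separately per campaign, cut at about 7.5% in these data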;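 further: 0% = DMSO wells and 100% = 10 µM SAHA wells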
proKLK7 act: proKLK7 (human) activation, primary screen. AID 652039. activation, % at 7 µM. P49862. purified proKLK7, EDANS-DABCYL substrate fluorescence; 100% is mature enzyme control, 0% vehicle. 0.9% of 370,000 active;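 active means activation above the mean of all tested compounds plus 3 SD, computed per campaign excluding outliers beyond control limits, cut at about 13% in these data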
Target sequence (P49862 whole entry, looked up): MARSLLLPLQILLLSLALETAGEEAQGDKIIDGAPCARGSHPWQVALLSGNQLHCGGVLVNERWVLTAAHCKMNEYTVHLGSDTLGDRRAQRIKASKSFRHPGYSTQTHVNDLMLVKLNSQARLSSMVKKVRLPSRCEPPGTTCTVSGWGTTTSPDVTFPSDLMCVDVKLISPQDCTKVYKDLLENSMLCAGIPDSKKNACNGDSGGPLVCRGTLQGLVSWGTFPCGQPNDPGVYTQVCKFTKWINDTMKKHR
SMARCA2 act: increases SMARCA2 function in MMTV reporter cells; MG213 cells, MMTV-luciferase reporter, dexamethasone, overnight; activation, % at 9.1 µM; 1% of 370,000 active; in the data active means activation above about 7.8%;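 further: 0% = vehicle wells and 100% = reference activator wells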
GC-B act: GC-B (human) receptor activation | P20594 | HEK293-GC-B cells, CNP EC30, cGMP TR-FRET; 0% at EC30 CNP, 100% saturating CNP | activation, % at 10 µM | 0.11% of 370,000 active;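 active means activation at 10 µM reaching about 35% in either raw or pattern-adjusted values, limit read from the data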
DAX1 inh-2: DAX1 (NR0B1) inhibition, primary screen | HEK293T StAR-luciferase reporter, SF-1/DAX-1 repression relief | inhibition, % at 6.8 µM | 1.1% of 370,000 active | AID 652010;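 active means inhibition above the mean over all tested compounds plus 3 SD, cut at about 3.6% in these data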;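 further: 0% = DAX-1 cells with DMSO and 100% = cells lacking DAX-1 with DMSO; higher inhibition means more luminescence from relief of DAX-1 repression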
GC-A act: GC-A (human) enzyme activation; HEK293 GC-A cells, cGMP TR-FRET, EC30 ANP; 0% at EC30 ANP, 100% saturating ANP; activation, % at 10 µM; 0.14% of 370,000 active; in the data active means activation above about 40%
* marks the source's active call; other numbers are inactive results; / = no result given.

SMILES	HGIII-sPLA2 inh	DAX1 inh-1	hcDAF-12 act	ssDAF12 agonist	hgDAF12 agonist	GAA850 FXN act	proKLK7 act	SMARCA2 act	GC-B act	DAX1 inh-2	GC-A act
CCCCn1c(=O)n(C)c(=O)c2c3c(sc21)COC(C)(C)C3	3	-0.5	-2.2	-1.3	0.5	-0.5	0.5	1	7	-2.0	3
CCSc1ccccc1C(=O)Nc1cccnc1	1	4.7*	-1.1	-0.7	2.9	1.7	-0.4	-2	6	0.7	1
CSCCC(NC(N)=O)C(=O)Nc1ccc2ccccc2c1 (stereo not given)	1	1.1	-1.0	-1.7	0.0	2.4	0.8	-3	-1	0.1	-1
Nc1nonc1C(=O)N/N=C/c1ccncc1	6	2.6	-0.4	-0.8	3.1	0.8	-0.5	-4	5	0.6	0
C=CC[n+]1c(-c2ccc(Cl)cc2Cl)csc1Nc1c(C)n(C)n(-c2ccccc2)c1=O	6	-1.9	-4.7	-2.1	-8.1	-2.5	1.1	-7	4	-3.3	-4
COc1ccccc1NS(=O)(=O)c1cccc(NC(=O)c2nn(C)c(=O)c3ccccc23)c1	-25	-1.4	-1.4	-1.7	-3.4	1.2	0.3	-3	7	-1.8	3
Cc1ccc(NC2=C(Cl)C(=O)OC2OC(=O)c2ccco2)cc1C (stereo not given)	-27	-1.0	-0.7	-0.7	-0.5	1.8	0.1	-1	-1	-0.3	-1
O=C(O)CSc1c2c(nc3cc(C(=O)Nc4ccc(F)c(Cl)c4)ccc13)CCCC2	3	0.4	-2.2	-0.5	0.2	0.1	0.5	-3	-1	0.0	1
CN1c2ccccc2C(=O)/C(=C\Nc2ccc(F)cc2)S1(=O)=O	-7	3.0	-1.1	-1.6	1.9	-2.1	4.8	-1	0	0.1	5
O=C(NCc1ccc2c(c1)CCO2)Nc1cccc(C(F)(F)F)c1	-15	/	-0.1	-0.2	0.1	0.0	0.8	-3	-3	-0.5	-4
CC(=O)c1c(C)[nH]c(C(=O)Nc2cccc(S(=O)(=O)N3CCOCC3)c2)c1C	-6	0.9	-0.2	-0.8	-1.8	1.6	-0.3	-2	5	0.7	4
CC(C)(C)c1cc(C(=O)NN)n(Cc2ccc(F)cc2)n1	-4	4.2	-0.4	-1.0	0.2	-0.9	0.1	-1	3	-0.2	-1
O=C(N=Nc1c(O)[nH]c2ccccc12)Nc1ccccc1	4	5.6*	2.4	1.2*	17*	0.2	-0.3	2	-2	5.5*	-5
Cc1noc(NS(=O)(=O)c2ccc(NC(=O)COc3ccc(Cl)cc3Cl)cc2)c1C	-41	-0.3	-0.9	-1.1	0.6	5.5	0.1	-2	5	0.7	9
Cc1nc2nc[nH]n2c(=O)c1CC(=O)O	1	-0.3	-1.2	-1.0	-1.4	-1.4	-0.5	3	-2	0.6	7
CC(C)CNS(=O)(=O)c1ccc(S(=O)(=O)N2CCC(N3CCCCC3)CC2)cc1	-6	2.0	0.2	-0.7	-0.4	2.0	0.5	3	-5	0.9	-4
C[C@@H]1NS(=O)(=O)c2ccc(F)cc2O[C@@H]1c1ccccc1	-4	/	1.1	-1.5	-0.1	/	0.4	2	8	0.0	0
O=C(O)/C=C/C(=O)N(Cc1ccc2c(c1)OCO2)C1CC(=O)N(CCc2ccccc2)C1=O (stereo not given)	0	0.6	-1.1	-1.5	2.4	-1.0	-0.1	-4	0	0.0	2
CCN(C[C@H]1N[C@@](C)(C(=O)OC)[C@H]2C(=O)N(C)C(=O)[C@@H]12)C(=O)Nc1ccc(C)cc1	-4	-0.7	-1.4	-0.9	4.5	-0.7	0.1	-2	2	0.1	1
CCn1c(COc2ccccc2)nnc1SCC(=O)c1cccc([N+](=O)[O-])c1	-46	-0.5	0.1	-1.3	-2.6	3.0	0.5	-2	-2	1.0	0
CCOC(=O)c1csc(NC(=O)c2ccccc2)n1	3	1.1	1.2	-1.1	9.3	0.8	0.0	1	-4	3.5	10
O=C1/C(=C/c2ccc(F)cc2)SC(=S)N1Nc1ncc(C(F)(F)F)cc1Cl	10	-0.1	-1.6	-0.7	-1.8	1.7	-0.1	0	1	-0.2	-1
Cc1ccc(-c2cnc(C(O)c3cc(F)cc(Cl)c3)[nH]2)cc1 (stereo not given)	-11	/	0.2	-1.2	4.9	0.5	0.1	-2	3	0.6	1
CCOc1ccc(-c2cc(NC(=O)c3c(F)cccc3F)c(C(=O)O)s2)cc1	-36	0.7	-0.6	-1.2	1.8	1.3	0.2	3	-8	-0.1	0
C/C(=N\NC(=O)C1CC1)c1ccccc1O	0	0.1	-2.1	-0.9	1.3	2.4	-0.8	0	1	-0.3	0
COc1cccc(-c2cc(C(=O)Nc3cccnc3Cl)no2)c1	-2	1.2	-2.5	-1.1	1.5	2.9	0.1	3	-3	-0.5	4
COC(=O)c1ccccc1S(=O)(=O)NC(=O)c1ccccc1	2	1.2	0.5	-1.0	0.6	-1.7	0.0	-1	1	0.1	1
CCCCCCC1CC(CCc2nc(=S)[nH][nH]2)C(=O)O1 (stereo not given)	-9	-1.4	0.1	-0.8	2.1	-3.0	0.3	-1	3	0.1	-2
Cc1oc2c(C)c3oc(=O)c(CCC(=O)NCCCN4CCCC4=O)c(C)c3cc2c1C	4	4.3*	-3.7	-1.1	-0.1	-2.2	-2.3	1	5	0.3	4
Cc1ccc(NC(=O)c2cccc(OCc3c(C)noc3C)c2)cc1S(=O)(=O)Nc1ccccc1Cl	-56	-2.1	-0.9	-1.5	-2.6	-0.7	-0.1	-2	-1	-0.6	-5
O=C(NC(Cc1ccccc1)C(=O)O)/C(=C/c1cccc([N+](=O)[O-])c1)NC(=O)c1cccc(Br)c1 (stereo not given)	-4	-0.4	-1.8	-1.4	-3.9	-0.8	0.0	-3	4	-0.2	0
CSc1sc(-c2n[nH]c(=S)n2C)c2c1C=CCC2	-4	0.2	-0.3	-1.2	-0.1	-0.6	0.2	3	-3	0.6	-3
COc1ccc(N2C(=O)CC(N3CCC(c4nc5ccccc5[nH]4)CC3)C2=O)cc1 (stereo not given)	2	-1.4	-0.8	-1.3	0.1	1.5	-0.7	-2	6	-0.5	1
Cn1cc(CN2CCC(C(=O)NC(c3ccc(-c4ccccc4)cc3)c3cnccn3)CC2)c2ccccc21 (stereo not given)	-39	/	0.2	-0.3	2.8	-3.0	1.0	-2	-10	1.0	-8
COC(CNC(=O)CCc1c(C)nc2c(c(C)nn2-c2ccc(C)cc2)c1C)OC	4	-1.1	-1.1	-0.9	-1.5	0.4	1.9	3	-4	-0.3	-10
CN(C)N1C(N)=C(C#N)C(c2cccc(Cl)c2)C2=C1CCCC2=O (stereo not given)	-9	2.4	-0.2	-1.1	-0.4	1.3	-0.4	0	1	-0.4	1
O=C(CSc1nccc(=O)[nH]1)N1CCc2ccccc2C1	7	-0.7	4.4	-1.6	-0.8	-0.7	-0.5	-3	2	0.5	-1
Cc1[nH]nc(N)c1-c1ccccc1	11	-2.2	-0.2	-1.6	2.0	0.9	-0.5	-3	4	-0.5	-1
CCOC(=O)C(C)Oc1nc(Oc2ccccc2)nc(N(C)C)n1 (stereo not given)	8	0.2	0.9	-0.8	-0.2	0.7	-0.3	0	1	-0.3	-3
COc1cccc(OCC(=O)NNC(=O)C(=O)Nc2ccc(OC)cc2OC)c1	0	-0.1	-0.7	-0.4	0.1	-1.8	-0.5	-1	-3	0.4	-1

Fetched by structure from the entries so far:
SMILES	HGIII-sPLA2 inh	DAX1 inh-1	hcDAF-12 act	ssDAF12 agonist	hgDAF12 agonist	GAA850 FXN act	proKLK7 act	SMARCA2 act	GC-B act	DAX1 inh-2	GC-A act
C/C(=N\NC(=O)C1CC1)c1ccccc1O	0	0.1	-2.1	-0.9	1.3	2.4	-0.8	0	1	-0.3	0
Cc1ccc(-c2cnc(C(O)c3cc(F)cc(Cl)c3)[nH]2)cc1 (stereo not given)	-11	/	0.2	-1.2	4.9	0.5	0.1	-2	3	0.6	1
CSc1sc(-c2n[nH]c(=S)n2C)c2c1C=CCC2	-4	0.2	-0.3	-1.2	-0.1	-0.6	0.2	3	-3	0.6	-3

The list continues.
SMILES	HGIII-sPLA2 inh	DAX1 inh-1	hcDAF-12 act	ssDAF12 agonist	hgDAF12 agonist	GAA850 FXN act	proKLK7 act	SMARCA2 act	GC-B act	DAX1 inh-2	GC-A act
Cc1cc(OCC(=O)Nc2ccc(S(=O)(=O)NC3=NCCCCC3)cc2)c(C(C)C)cc1Cl	-21	-0.9	-0.6	-1.5	-4.0	1.6	-0.7	-1	0	-0.4	-2
COC(=O)C[C@H]1C[C@H]2c3cc(NC(=O)C4CCOCC4)ccc3O[C@H]2[C@@H](CO)O1	5	1.2	-0.3	-1.1	3.9	-0.6	0.6	2	1	-0.3	1
CCCNC(=O)C(Cc1ccccc1)NC(=O)c1ccccn1 (stereo not given)	6	2.3	-0.5	-1.5	1.2	-1.3	-0.3	-1	6	0.1	1
O=C(NCc1ccccn1)c1ccc([N+](=O)[O-])cc1	-1	-0.8	-2.3	-1.7	-1.5	0.1	0.3	1	-4	0.4	2
CCOC1=C2[C@H](c3ccc(C)cc3)N(S(=O)(=O)c3ccc(C)cc3)C[C@H]2n2c(=O)n(-c3ccccc3)c(=O)n2C1	10	/	-0.7	-0.9	-1.4	/	-0.2	-3	4	0.3	-3
COc1ccccc1NS(=O)(=O)c1ccc2[nH]c(=S)oc2c1	0	0.1	-0.1	-1.1	5.1	0.2	-0.4	-2	1	-0.4	-1
c1cncc(-c2nc(NCCCn3ccnc3)c3ccccc3n2)c1	-6	-0.5	-1.3	-2.1	-0.4	0.1	0.1	0	0	-2.1	7
COc1ccc(OCc2cc(C(=O)NC(C)c3csc(C)n3)no2)c(Cl)c1 (stereo not given)	-5	0.3	1.2	-0.4	8.8	2.8	-0.5	9.8*	4	1.0	6
CC1CCc2sc(C(=O)OCC(=O)NC(N)=O)cc2C1 (stereo not given)	4	1.4	-2.5	-1.7	4.4	1.1	0.2	-3	-1	0.3	6
Cc1cc(C(=O)Nc2cccc(S(=O)(=O)N3CCCCC3)c2)c2ccccc2n1	-20	-1.6	-1.0	-0.1	-1.8	-0.2	0.6	-3	2	-0.8	-1
O=C(CC1C(=O)NCCN1Cc1cccc(F)c1F)NC1CCCCCC1 (stereo not given)	11	-0.6	-1.4	-1.4	-0.9	-0.4	-0.9	-2	0	0.8	-3
Cc1ccc(C2Oc3ccccc3C3=C2C(c2cccs2)n2ncnc2N3)cc1 (stereo not given)	-1	0.8	-0.5	-0.1	-0.7	0.7	-8.8	-4	-21	-1.7	-21
O=C(NCCN=C1NS(=O)(=O)c2ccccc21)c1ccc2nccnc2c1	-4	-0.9	-1.7	-1.0	0.4	1.3	-0.3	1	-2	-0.6	1
Cn1c(NC(=O)/C=C/c2ccc(Cl)c(Cl)c2)cc(=O)n(C)c1=O	14	1.1	1.4	-1.8	-4.5	3.4	-0.1	-2	7	0.1	5
CCc1n[nH]c(=S)n1/N=C/c1ccc(N(C)c2ccccc2)cc1	-1	0.0	-1.6	-1.3	3.9	1.7	3.2	1	-5	-1.8	-2
CCOC(=O)Cc1csc(NC(=O)c2c(C)noc2C)n1	3	0.5	1.2	-0.8	-0.8	3.4	-0.2	0	0	-0.1	-1
